# NCI-60 one-dose screen, 48 h, at 10 µM unless noted. Numbers give growth in % (100 = growth as untreated, 0 = no growth, -100 = all killed).
# A498 = A498 renal cancer cells | AID 1794774 | actives 5.4% (n = 76,000)
# SF-539 = SF-539 CNS cancer | AID 1794752 | actives 6.8% (n = 81,000)
# SNB-19 = SNB-19 CNS cancer cells; actives 2.5% (n = 81,000)
# SF-268 = SF-268 CNS cancer cells; actives 3.1% (n = 82,000)
# ACHN = ACHN renal cancer; actives 4.9% (n = 81,000)
# CAKI-1 = CAKI-1 renal cancer | actives 4.7% (n = 75,000) | AID 1794772
# RXF 393 = RXF 393 renal cancer cells; actives 6.9% (n = 77,000); AID 1794773
# SNB-75 = SNB-75 CNS cancer; actives 5% (n = 79,000); AID 1794750
# * = called active by the depositor; · = no result given; & = joins results of further samples; ! = a repeat was not active. Rule for the calls: active = growth percent below 10; inactive = the rest. A portion of the library (hit frequency here may not be typical).
# Start of the listing, in advance:
1. [2H]C1([2H])N(C(=O)c2cc(Cc3n[nH]c(=O)c4ccccc34)ccc2F)C([2H])([2H])C([2H])([2H])N(C(=O)C2CC2)C1([2H])[2H]
2. O=C(Nc1ccc(C(=O)O)c(O)c1)c1ccccc1
3. Cc1ccc(C2CC(c3ccc(N(C)C)cc3)=NN2c2ccc(S(=O)(=O)NC(=O)NCc3ccccc3)cc2)cc1 (centres undefined)
4. CCCCC1C(=O)N(c2ccccc2)N(c2ccccc2)C1=O
5. CCOC(=O)NNc1nncc2ccccc12
6. [2H]C1([2H])[C@H](C)O[C@H](C)C([2H])([2H])N1c1ccc(NC(=O)c2cccc(-c3ccc(OC(F)(F)F)cc3)c2C)cn1
7. CC(=O)Nc1ccc(O)cc1

Assay by compound	1	2	3	4	5	6	7
A498	95	139&121	64	125	96	54	94&102&100
SNB-19	94	102&107	82	102	99	66	101&101
RXF 393	103	107&112	88	116	109	90	129&108
SF-539	89	104&98	105	·	108	82	103&95&104
SNB-75	90	96&96	93	117	120	72	104&92&100
ACHN	104	96&96	92	102	·	78	104&104&100
SF-268	89	121&108	99	107	107	72	105&106&100
CAKI-1	101	86&102	95	103	84	·	101&94&98

# The list itself (from the top)
1. [2H]C1([2H])N(C(=O)c2cc(Cc3n[nH]c(=O)c4ccccc34)ccc2F)C([2H])([2H])C([2H])([2H])N(C(=O)C2CC2)C1([2H])[2H]
2. O=C(Nc1ccc(C(=O)O)c(O)c1)c1ccccc1
3. Cc1ccc(C2CC(c3ccc(N(C)C)cc3)=NN2c2ccc(S(=O)(=O)NC(=O)NCc3ccccc3)cc2)cc1 (centres undefined)
4. CCCCC1C(=O)N(c2ccccc2)N(c2ccccc2)C1=O
5. CCOC(=O)NNc1nncc2ccccc12
6. [2H]C1([2H])[C@H](C)O[C@H](C)C([2H])([2H])N1c1ccc(NC(=O)c2cccc(-c3ccc(OC(F)(F)F)cc3)c2C)cn1
7. CC(=O)Nc1ccc(O)cc1
8. Cc1cccc(NC(=O)Nc2ccc3nc(NS(=O)(=O)c4ccc5ccccc5c4)sc3c2)c1

Assay by compound	1	2	3	4	5	6	7	8
A498	95	139&121	64	125	96	54	94&102&100	103
SNB-19	94	102&107	82	102	99	66	101&101	102
RXF 393	103	107&112	88	116	109	90	129&108	105
SF-539	89	104&98	105	·	108	82	103&95&104	94
SNB-75	90	96&96	93	117	120	72	104&92&100	83
ACHN	104	96&96	92	102	·	78	104&104&100	95
SF-268	89	121&108	99	107	107	72	105&106&100	96
CAKI-1	101	86&102	95	103	84	·	101&94&98	85

9. CC[C@@]1(O)C(=O)OCc2c1cc1n(c2=O)Cc2c-1nc1cc(F)c(C)c3c1c2[C@@H](N)CC3
10. NC1(c2ccc(-c3nc4ccn5c(=O)[nH]nc5c4cc3-c3ccccc3)cc2)CCC1
11. Cc1ccc(NC(=O)CSc2nc(NC(=O)CN3CCN(c4cc5c(cc4F)c(=O)c(C(=O)O)cn5C4CC4)CC3)cc(=O)[nH]2)cc1
12. C(=C\c1cn(-c2ccccc2)nc1-c1ccccc1)/c1nnc(-c2ccncc2)o1
13. COc1ccc2c(c1)c(-c1nnc(-c3cn(C)c4ncccc34)s1)cn2C
14. Cn1cc(-c2nnc(-c3ccccc3)s2)c2cccnc21
15. CC(=O)Nc1ccccc1
16. CC1CCOC2Cn3cc(C(=O)NCc4ccc(F)cc4F)c(=O)c(O)c3C(=O)N12 (centres undefined)

Assay by compound	9	10	11	12	13	14	15	16
A498	-90*	-63*	96	95	76	90	101&98	87
SNB-19	1.9*	18	99	99	81	86	96&97	104
RXF 393	-77*	-22*	105	91	88	101	102&110	94
SF-539	-75*	-81*	100	90	89	95	94&103	96
SNB-75	-26*	-8.2*	·	88	98	44	93&117	99
ACHN	-58*	36	97	104	75	65	104	84
SF-268	6.5*	52	95	104	80	93	104&105	97
CAKI-1	-23*	32	91	87	46	55	97&91	94

17. Cn1cc(C(=O)c2nc(-c3cn(C)c4ccc(Cl)cc34)no2)c2ccccc21
18. Cn1cc(C(=O)c2nc(-c3cn(C)c4ccc(Br)cc34)no2)c2cc(F)ccc21
19. Cc1cccc(C)c1NC(=O)C1CCCCN1C (centres undefined)
20. CN1CCN(C2CCN(C(=O)Nc3cc(Oc4ccc(NC(=O)C5(C(=O)Nc6ccc(F)cc6)CC5)c(F)c4)ccn3)CC2)CC1
21. CCN1CCN(Cc2ccc(-c3cc4c(N[C@H](C)c5ccccc5)ncnc4[nH]3)cc2)CC1
22. COc1ccc(-n2[nH]c3c(cnc4ccccc43)c2=O)cc1
23. COc1ccc(/C=C/C(C)=N/OCC(=O)Nc2ccc(OC)cc2)cc1
24. CC(=O)c1c(C)c2cnc(Nc3ccc(N4CCNCC4)cn3)nc2n(C2CCCC2)c1=O

Assay by compound	17	18	19	20	21	22	23	24
A498	95	99	115	-69*!	25	92&94	97	32
SNB-19	89	93	106	3.9*!	46	103	95	50
RXF 393	110	97	117	-92*!	26	98&110	113	-0.5*
SF-539	97	100	110	-96*!	61	93&88	102	27
SNB-75	98	82	103	-78*!	75	98	89	55
ACHN	97	59	91	-4.0*!	9.7*	107&96	95	17
SF-268	96	91	113	-23*!	52	106&103	108	47
CAKI-1	95	88	98	-35*!	22	96&68	89	26

25. O=C(c1ccc2nc(NS(=O)(=O)c3ccc4ccccc4c3)sc2c1)N1CCN(C(c2ccccc2)c2ccccc2)CC1
26. O=C(c1cccs1)C1C(c2cccs2)CC(O)(c2cccs2)C(C(=O)c2cccs2)C1c1cccs1 (centres undefined)
27. CC[C@@H]1C(=O)N(C)c2cnc(Nc3ccc(C(=O)NC4CCC(N5CCN(CC6CC6)CC5)CC4)cc3OC)nc2N1C(C)C (some centres undefined)
28. Cn1cc(-c2nc(N)nnc2-c2c[nH]c3ccc(F)cc23)c2cc(F)ccc21
29. CCCCCCc1ccc(O)cc1O
30. CCCCCC(=O)O[C@]1(C(C)=O)CCC2C3CCC4=CC(=O)CC[C@]4(C)C3CC[C@@]21C (some centres undefined)
31. COc1cc2ncnc(Oc3cccc(NC(=O)Nc4cc(C(C)(C)C(F)(F)F)on4)c3)c2cc1OC

Assay by compound	25	26	27	28	29	30	31
A498	96	·	-52*	105	106	19	-25*
SNB-19	90	101	26	87	106	44	75
RXF 393	88	98	-30*	81	97	53	17
SF-539	101	96	-86*	95	98	75	33
SNB-75	73	68	-8.7*	71	86	46	38
ACHN	91	97	-3.8*	83	91	24	3.9*
SF-268	87	90	11	89	95	44	27
CAKI-1	88	67	11	69	62	19	9.0*

# Ordered by molecular weight (high to low): some entries from above
27. CC[C@@H]1C(=O)N(C)c2cnc(Nc3ccc(C(=O)NC4CCC(N5CCN(CC6CC6)CC5)CC4)cc3OC)nc2N1C(C)C (some centres undefined)
26. O=C(c1cccs1)C1C(c2cccs2)CC(O)(c2cccs2)C(C(=O)c2cccs2)C1c1cccs1 (centres undefined)
28. Cn1cc(-c2nc(N)nnc2-c2c[nH]c3ccc(F)cc23)c2cc(F)ccc21

Assay by compound	27	26	28
A498	-52*	·	105
SNB-19	26	101	87
RXF 393	-30*	98	81
SF-539	-86*	96	95
SNB-75	-8.7*	68	71
ACHN	-3.8*	97	83
SF-268	11	90	89
CAKI-1	11	67	69
